KDM5B inh: KDM5B demethylase inhibition; Q9UGL1; KDM5B demethylase, FDH-coupled NADH fluorescence (FDH is formaldehyde dehydrogenase); Potency, µM (highest dose often 57.7 µM), for inactives: at the highest dose activity change, negative = inhibition, most hits filed as inhibitors; actives 2.6% (n = 220,000); active = well fitted inhibition curve with a large enough effect; inconclusive = small, poorly fitted or top-dose-only effect; inactive = no such curve, though single readings can be large or run the other way; also: 0% is about no effect; nearly all actives have a fitted effect of over 70% in size
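KDM5BΔAP (200 nM final) in 50 mM HEPES pH 7.5, 0.01% Tween-20 was preincubated 10 min at RT with compound over a concentration range. Substrate mix (H3K4me3 12.5 µM, α-KG 25 µM, Fe²⁺, ascorbate, NAD⁺, FDH) was added, and NADH fluorescence change over 30 min gave dose-response curves.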
An asterisk follows results filed as active; ? = inconclusive; & = joins results of further samples; [ ] = another dose, or the depositor's remark. Potency is read from the fitted curve at half-maximal effect.

Molecule,KDM5B inh
O=C(NC1CCCN(c2nc3ncccc3o2)C1)c1ccccc1Cl (stereo not drawn),?
CCc1ccc(C(=O)NCc2ccco2)cc1,3%
O=C(NC[C@H]1OC[C@@H](N(Cc2ccccn2)Cc2ccccn2)[C@@H]1O)C1CC1,-16%[86.2 µM]
C/C=C/c1ccc(OCc2ccc(C#N)cc2)c(OC)c1,-15%
O=C(Cn1c(=O)n(-c2ccccc2)c(=O)c2c3c(sc21)CCCC3)Nc1cccc(F)c1,8%
C(=N\N(c1ccccc1)c1ccccc1)/c1ccco1,-3%
COC(=O)c1ccc(NC(=O)CCn2ccn3nc4c(c3c2=O)CCCC4)cc1,14%
COCCN(C)C[C@@H]1CN(C(=O)CC(F)(F)F)C[C@@H]1CO,-2%
Cc1oc(-c2ccc(Cl)cc2)cc1C(=O)/C(C#N)=C/Nc1cccc(OC(F)(F)F)c1,?
Cc1ccc(C(=O)Nc2nc3ccc(Cl)cc3s2)o1,?
Cc1ccc(C(=O)NCC(c2ccco2)S(=O)(=O)c2cccs2)cc1C (stereo not drawn),-17%
COc1ccc(C)cc1N1CC(C(=O)Nc2ccccc2C(=O)NC2CC2)CC1=O (stereo not drawn),41%
COc1ccc(C2CC(c3cccs3)=NN2S(C)(=O)=O)cc1 (stereo not drawn),20%
COCC1CCCN(Cc2nc(C(c3ccccc3)c3ccccc3)no2)C1 (stereo not drawn),-15%&39%
Cc1ccc(S(=O)(=O)Nc2cc(C(N)=O)cc(F)c2C)cc1Cl,?
CN(C)C[C@@H]1CN(S(C)(=O)=O)C[C@H]1NC(=O)c1ccc(Cn2ccnc2)o1,21%
CCc1ccc(NC(=O)CCn2cnc3onc(-c4ccccc4Cl)c3c2=O)cc1,-18%
COC[C@@H]1CN(C(=O)C2(c3ccc(OC)cc3)CC2)C[C@H]1C(N)=O,29%
Oc1ccccc1C1=NN(c2ccccc2)C(c2ccc(F)cc2)C1 (stereo not drawn),?
Cc1ncc2n1C(=O)N(C1CCN(Cc3cccc4ccccc34)CC1)C2,?
CC(=O)c1cn(-c2ccc([N+](=O)[O-])cc2)c(=O)n(C)c1=O,?
CCCn1c2ccccc2c2cnn(CC(=O)N3CCCC(C(=O)OCC)C3)c(=O)c21 (stereo not drawn),?
O=C1NC2(CCN(C(=O)c3ccccc3)CC2)Oc2ccccc21,-13%[86.2 µM]
O=C1Nc2ccccc2C12CCN(Cc1cccc3ccccc13)C2 (stereo not drawn),?
CCOC(=O)C(NC(=O)/C=C/c1ccccc1Br)C(=O)OCC,8%
COc1ccccc1NC(=O)Nc1cc(C(C)C)ccc1C,41%[activator]
Cc1c(C(=O)NCc2ccc(OC(C)C)cc2)sc2ncnc(N(C)C3CCCCC3)c12,?
COc1cc(-c2onc(C)c2C(=O)N(C)Cc2ccccc2)cc(OC)c1OC,?
CCCc1cc(=O)oc2cc(OCC(=O)O)c(Cl)cc12,331%[activator]
CC(C)C(NC(=O)c1nn(C)c(=O)c2ccccc12)c1ccccc1 (stereo not drawn),2%
O=C(Nc1ccc(Br)cc1)C1CCN(S(=O)(=O)c2cccc3nsnc23)CC1,-25%
O=C(Cn1nc2n(c1=O)CCCCC2)Nc1cccc(F)c1,16%
CCOc1ccc(NC(=O)c2c(Nc3ccccc3C)sc(C(=O)c3ccccc3)c2N)cc1,?
Cc1ccc(C(=O)Nn2cnnc2)cc1,9%
CCOc1ccc(CCNC(=O)c2cc3c(=O)n(C)c4ccccc4c3s2)cc1OCC,-13%
COc1ccccc1NC(=O)C1CCC(CNc2c(N3CCCCC3)c(=O)c2=O)CC1 (stereo not drawn),16%
Cc1ccccc1C(=O)N1CCN(C(=O)c2nnn3c2COC(c2ccccc2)C3)CC1 (stereo not drawn),21%
CCS(=O)(=O)N1CCc2nc(-c3ccccc3)sc2C1,43%[activator]
CCOc1ccc(C(=O)NCCSc2c(C)[nH]c3ccccc23)cc1OCC,-16%
COc1ccc(-c2cc(N3CCCC(NC(=O)c4ccc(C)s4)C3)n[nH]2)cc1 (stereo not drawn),?

4 compounds drawn at random from the list so far:
Molecule,KDM5B inh
O=C1NC2(CCN(C(=O)c3ccccc3)CC2)Oc2ccccc21,-13%[86.2 µM]
C(=N\N(c1ccccc1)c1ccccc1)/c1ccco1,-3%
COc1ccccc1NC(=O)C1CCC(CNc2c(N3CCCCC3)c(=O)c2=O)CC1 (stereo not drawn),16%
Cc1c(C(=O)NCc2ccc(OC(C)C)cc2)sc2ncnc(N(C)C3CCCCC3)c12,?

The results go on:
Molecule,KDM5B inh
COc1ccc(NC(=O)Nc2cccc3ccccc23)c(OC)c1,-13%
O=C(CN1C(=O)NC2(CCOCC2)C1=O)Nc1ccccc1Cl,-28%
Cc1cccc(OCCCCn2c(C3CC(=O)N(c4ccccc4Cl)C3)nc3ccccc32)c1 (stereo not drawn),?
COCCn1ncc(N2CCCC(CC(=O)NCCC3=CCCCC3)C2)cc1=O (stereo not drawn),-7%
Cc1ccc(CNC(=O)c2cnn(-c3cccc(C)c3)c2C2CCN(C(=O)OC(C)(C)C)CC2)cc1,-18%
CNC(=O)[C@@H]1CN(S(=O)(=O)c2ccc3c(c2)CCC3)C[C@H]1c1n[nH]c(C)n1,6%
Cc1ccc(NC(=O)Nc2nnc(C3CCCCC3)s2)cc1C,20%
Cc1ccc(CNC(=O)CC2=C3CCCCC3NC2=O)o1 (stereo not drawn),-30%
Cc1cc(=O)n(CC(=O)Nc2cc(Cl)ccc2C)c(N2CCc3ccccc3C2)n1,?
CCOc1ccc(-c2cnc(NCc3ccc(OC)cc3OC)n2C)cc1,?

Some of these compounds in order of length of the SMILES, high to low:
Molecule,KDM5B inh
Cc1ccc(CNC(=O)c2cnn(-c3cccc(C)c3)c2C2CCN(C(=O)OC(C)(C)C)CC2)cc1,-18%
COc1ccc(NC(=O)Nc2cccc3ccccc23)c(OC)c1,-13%
Cc1ccc(CNC(=O)CC2=C3CCCCC3NC2=O)o1 (stereo not drawn),-30%

New compounds follow
Molecule,KDM5B inh
N#Cc1cccc(C(=O)Nc2ccc(Cl)c(C(F)(F)F)c2)c1,?
O=[S+]([O-])(c1ccccc1)N1CCCC2(CC(c3ccccn3)=NO2)C1 (stereo not drawn),6%[115 µM]
CCOCCN1C(=O)COC[C@@H]1[C@H](O)c1ccc(NC(=O)c2ccccc2OC)cc1,-5%[86.2 µM]
Cc1cccc(Nc2nc(N)c(C(=O)c3ccccc3Cl)s2)c1,-10%
COc1ccccc1CCNC(=O)c1cc2c(=O)n3cccc(C)c3nc2n1C,3%
CC(C)CSc1nnc(SC(C)C(=O)Nc2ccccc2F)s1 (stereo not drawn),10%
CCN(CC)CCCNC(=O)c1cn(CC(C)C)c(=O)c2c1c1ccccc1n2C,?
O=C(NC1CCS(=O)(=O)C1)C1CCCCC(=O)N1Cc1ccccc1 (stereo not drawn),-11%
CN(Cc1ccc(C(F)(F)F)cc1)Cc1nc2c([nH]1)c(=O)n(C)c(=O)n2C,0%
O=C1Nc2ccc(S(=O)(=O)Nc3ccccc3O)c3cccc1c23,?
Cc1cc(C)c(CNC(=O)c2cc(-c3ccccc3)cc3c2OCCN3C)c(=O)[nH]1,32µM*
COc1cc(Cl)c(NC(=O)CN(C)S(=O)(=O)c2ccc3[nH]c4c(c3c2)CCCC4)c(OC)c1,?
Cc1nc2ncnn2c(C)c1CCC(=O)NCc1cc2n(n1)CCCNC2,-21%
Cc1ccc(C(c2ccc([N+](=O)[O-])cc2)c2ccc(C)s2)s1,16%
CCOc1cc(C(=O)Nc2ccc(N3CCN(C)CC3)cc2)cc(OCC)c1OCC,1%
COc1ccc(NC(=O)Nc2nnc(-c3ccccc3)s2)cc1,12%
Cc1cc(NCc2ccccn2)n2nc(C)c(-c3ccc(Cl)cc3)c2n1,?
CCn1ccc(C(=O)N2CCC(C(=O)N3CCCCCCNC(=O)CC3)CC2)n1,24%
O=[N+]([O-])c1ccc(NCc2ccc(Cl)cc2)nc1,5%
Cc1ccc(C)c(Cn2ccn3nc(-c4ccc(F)cc4)c(CO)c3c2=O)c1,?

Copied from the list.
O=[N+]([O-])c1ccc(NCc2ccc(Cl)cc2)nc1 – KDM5B inh = 5%
COc1ccccc1NC(=O)Nc1cc(C(C)C)ccc1C – KDM5B inh = 41%[activator]
CCOCCN1C(=O)COC[C@@H]1[C@H](O)c1ccc(NC(=O)c2ccccc2OC)cc1 – KDM5B inh = -5%[86.2 µM]
CC(C)C(NC(=O)c1nn(C)c(=O)c2ccccc12)c1ccccc1 (stereo not drawn) – KDM5B inh = 2%
Cc1ccc(C(c2ccc([N+](=O)[O-])cc2)c2ccc(C)s2)s1 – KDM5B inh = 16%

Continued.
molecule	KDM5B inh
COc1ccc(S(=O)(=O)NC[C@H]2O[C@@H](CO)[C@@H](O)[C@H]2N2CCN(c3ccccn3)CC2)cc1	?
CC(C)CCN1CCn2c(nnc2-c2ccc(Cl)cc2)C1	14%[149 µM]
Cc1ccc(C(=O)N2CCc3cn(C)c4cccc(c34)C2)cc1	?
CCn1cc(C(=O)NCCc2ccc(Cl)cc2)c(=O)c2cc(S(=O)(=O)N3CCCCCC3)ccc21	1%
Cn1nc(C(=O)N2CC[C@@H]3CN(S(C)(=O)=O)[C@@H]3C2)c2ccccc21	15%
Cc1ccc(-n2c(=O)c3c(C)c(C(=O)N(C)C)sc3n(Cc3ccccc3C)c2=O)cc1C	-2%
COc1cc(-c2noc(-c3cc(C(C)C)[nH]n3)n2)cc(OC)c1OC	16%
COc1ccc2nc(NC(=O)c3nn(C(C)C)c(=O)c4ccccc34)sc2c1	19%
CC(C)c1ccc(CNC(=O)CCn2ccn3nc4c(c3c2=O)CCCC4)cc1	32%[activator]
O=C(c1ccccc1)c1ccc(OCC(=O)c2c[nH]c3ccccc23)cc1	8%
CC(=O)N1CCc2c(c3ccccc3n2C)C1	25µM*
CCCn1cc(CN2CCC(n3nccc3NC(=O)c3ccccc3)CC2)c(C)n1	20%
Fc1ccc(N=Cc2cccc(Oc3ccccc3)c2)c(F)c1F	-18%
COc1ccc(-c2nnc(SCC(=O)Nc3ccc(C)cc3C)[nH]c2=O)cc1	-1%
Cc1nn2c(c1-c1ccccc1OCc1ccccc1)N(Cc1ccc(C(=O)O)s1)CCC2	?
COCCCNC(=O)C1CCN(C(=O)c2nnn3c2COC(c2ccc(C)cc2)C3)CC1 (stereo not drawn)	-2%
CCOc1ccccc1Oc1coc2cc(OCC(=O)N3CCCCC3)ccc2c1=O	5%
N#Cc1ccc(CNC(=O)[C@@H]2Cc3nc[nH]c3CN2C(=O)CCC(=O)O)cc1	?
CCCCCC1CCC(c2ccc(/C(N)=N/O)cc2)CC1 (stereo not drawn)	21%
CCC(=O)c1c[nH]c2ccccc12	-3%
CCOC(=O)c1c(C)[nH]c(C)c1S(=O)(=O)N1CCC(C(=O)Nc2ccc(F)cc2F)CC1	1%
Cc1ccc(C2Cn3nnc(-c4noc(-c5ccccc5C)n4)c3CO2)cc1 (stereo not drawn)	-13%
CNC(=S)NNC(=O)c1ccncc1	9%
N#Cc1cccc(S(=O)(=O)N2CCc3n[nH]c(=O)n3CC2)c1	-26%
COCCO[C@H]1C(=O)N(C2CCN(C(=O)c3cnn(C)c3)CC2)[C@H]1c1ccncc1	19%
N#Cc1ccc(C[B][B][B][B][B][B][B][B][B][B]Cc2ccc(C#N)cc2)cc1	15%
O=C(Nc1nc2ncccn2c1-c1ccc(F)c(F)c1)c1ccccc1	?
CC(C)Oc1ccc(CNC(=O)c2cccc(NC(=O)c3nsc4ccccc34)c2)cc1	?
Brc1ccoc1-c1nc(-c2ccccc2)no1	26%
CCOc1ccc(-c2nc3c(c(SCC(=O)N4CCCCC4)n2)Cc2ccccc2O3)cc1	3%
Cc1ccccc1S(=O)(=O)N1CCC(CCC(=O)NCCN2CCOCC2)CC1	15%
CCc1noc([C@@H]2CC(F)(F)CN2C(=O)CCn2ccnc2)n1	13%
CS(=O)(=O)N1C[C@@H]2CN(C(=O)CCn3cccn3)C[C@]2(C(=O)O)C1	-9%
COc1ccccc1CN1CCC(c2nn(Cc3ccccc3)c(=O)[nH]2)CC1	-11%
Cc1cccc(-n2c(Cc3ccccc3)nnc2SCc2nc(-c3cccs3)no2)c1	-13%
CCONC(=O)c1cc2c(s1)CCC(C(C)(C)C)C2 (stereo not drawn)	5%
CC1C2CC(C/C2=N\NC(N)=S)C1(C)C (stereo not drawn)	?
Cc1ccccc1NC(=O)CCC(=O)N/N=C/c1cccnc1	-18%
Cc1cc(CN2CCN(Cc3nc(C)no3)CC2)on1	8%
Fc1ccc(N/N=C/C(Br)=C/c2ccccc2)c(F)c1	-23%
O=C1CCC2(CCCO2)CCN1Cc1ccc(OC(F)(F)F)cc1 (stereo not drawn)	8%
Nc1nc(NCc2ccc(Cl)cc2Cl)cc(C2CC(O)C2)n1 (stereo not drawn)	8%
O=c1cc(-c2ccccc2)nc2c(-c3ccccc3)c(C(F)(F)F)[nH]n12	?
CCOc1ccccc1C(=O)Nc1cc(C)ccc1NC(=O)c1ccco1	24%
CC(C)OC(=O)c1cc(Cl)c(=O)n(Cc2ccc(Cl)cc2Cl)c1	30%
CN(CCc1ccccn1)C(=O)c1ccc(N2CC3CC(C2)[C@H]2CCCC(=O)N2C3)nc1 (stereo partly drawn)	?
COc1cc(OC)c(C2C3=C(CC(C)(C)CC3=O)Nc3n[nH]c(-c4ccccc4)c32)cc1OC (stereo not drawn)	-6%
CN(C)CCNC(=O)C1CCc2sc(C(=O)N3CCOCC3)cc2C1 (stereo not drawn)	21%
CCC(CO)NS(=O)(=O)c1cc(C)c(Br)cc1Cl (stereo not drawn)	-1%

Three of the entries above in order of the KDM5B inh value, descending:
canonical_smiles,KDM5B inh
Cc1ccccc1C(=O)N1CCN(C(=O)c2nnn3c2COC(c2ccccc2)C3)CC1 (stereo not drawn),21%
Cc1ccc(-n2c(=O)c3c(C)c(C(=O)N(C)C)sc3n(Cc3ccccc3C)c2=O)cc1C,-2%
COc1cc(OC)c(C2C3=C(CC(C)(C)CC3=O)Nc3n[nH]c(-c4ccccc4)c32)cc1OC (stereo not drawn),-6%

This is a subset, so the mix of outcomes need not match the whole.
